Compound activity (PubChem)
All columns: NCI-60 one-dose screen, growth in % after 48 h at 10 µM unless noted; 100 = growth as untreated, 0 = no growth, -100 = all killed.
SR: SR leukemia cells; AID 1794780; 73,000 compounds, 8.7% hits
K-562: K-562 leukemia; AID 1794777; 78,000 compounds, 7.4% hits
BT-549: BT-549 breast cancer | 78,000 compounds, 4.4% hits
T-47D: T-47D breast cancer; 79,000 compounds, 5% hits; AID 1794792
MDA-MB-231: MDA-MB-231 breast cancer; AID 1794789; 81,000 compounds, 5% hits
MCF7: MCF7 breast cancer; 82,000 compounds, 6.3% hits; AID 1794796
MDA-MB-468: MDA-MB-468 breast cancer | 78,000 compounds, 8.5% hits
HS 578T: HS 578T breast cancer. 78,000 compounds, 4.1% hits
* marks the source's active call; other numbers are inactive results; . = no result given; & = joins results of further samples. The calls were made as follows: active = growth percent below 10; inactive = the rest.

SMILES	SR	K-562	BT-549	T-47D	MDA-MB-231	MCF7	MDA-MB-468	HS 578T
COc1ccc2[nH]cc(-c3noc(C(=O)c4cn(C)c5ccc(OC)cc45)n3)c2c1	101	103	104	104	94	90	105	86
CN(C)c1nc(NCCNS(=O)(=O)c2ccc(C(=O)/C=C/c3ccc(Cl)cc3)cc2)nc(N2CCOCC2)n1	-13*	-6.4*	13	10	16	-67*	-83*	62
N#CCc1cccc2ccccc12	100	103	.	105	103	87	112	122
O=C(Oc1ccc(-c2ccccc2)cc1)c1ccccc1C(=O)c1ccccc1	81	71	111	101	103	119	110	103
Cc1c(/C=N/NC(N)=S)c(=O)n(-c2ccccc2)n1C	117	114	111	76	117	93	122	98
CC(C)N1CN2C(=S)NC3C2N(C1)C(=S)N3C (configuration not stated)	89	102	124	92	110	93	101	96
O=C1CCC(N2C(=O)c3cccc(NCCCOCCOCCOCCCNc4cccc5c4C(=O)N(C4CCC(=O)NC4=O)C5=O)c3C2=O)C(=O)N1 (configuration not stated)	79	102	105	.	102	125	101	110
Cn1c(=O)c2[nH]c(C(F)(F)C(F)(F)C(F)(F)F)nc2n(C)c1=O	100	101	.	85	110	94	93	98
S=C(c1ccc2c(c1)OCO2)N1CCN(c2ccc(Cl)cc2)CC1	.	94	79	94	100	102	90	136
CC1=NN(c2ccccc2)C(=O)C1N=Nc1ccccc1O (configuration not stated)	83	.	106	99	104	96	118	102
COc1ccc(-c2nn(-c3cccc(Cl)c3)cc2/C=C/C(=O)c2ccc(Br)cc2)cc1	78	91	103	68	83	66	101	101
CN(C)c1ncnc2c1ncn2C	102	111	100	98	102	96	71	114
O=[N+]([O-])c1ccc(N=Cc2ccccc2)cc1	.	46	77	70	93	93	102	107
C[n+]1c2ccccc2cc2ccccc21	14	87	87	75	90	97	77	103
N=C(N)n1ncc2c1CCCC2=O	103	106	103	103	111	101	.	96
Cc1ccc(N(N)C(N)=O)cc1	99	108	104	105	111	99	104	112
O=c1cc(S(=O)(=O)Cc2ccccc2)[nH]c(=O)[nH]1	93	98	119	103	122	211	.	108
O=C(Sc1ccccc1C(=S)S)c1ccccc1	83	.	108	98	107	106	113	96
COc1ccc(C(=O)/C=C/c2sc(Cl)nc2Cl)cc1	.	9.6*	-4.3*	59	39	-7.1*	-14*	59
O=C(N/N=C/c1ccc2c(c1)CCC2)c1cccc(O)c1	108	100	112	.	100	104	106	118
O=C(O)Cc1ccc2c(c1)Cc1cccnc1O2	97	114	101	89	111	95	97	107
Cc1nc2sc(C(=O)Nc3cccc(Cl)c3)c(N)c2cc1C(=O)c1ccccc1	69	79	102	93	102	85	87	83
OCCCC1CCN(C(Cc2ccccc2)c2ccccc2)CC1 (configuration not stated)	120	113	80	57	98	95	95	101
COc1cc(/C=C/C(=O)/C=C/c2cc3ccc(Cl)cc3n(Cc3ccccc3)c2=O)ccc1O	1.8*	3.2*	-19*	2.4*	-17*	26	-43*	44
CCOC(=O)/C=C(\CC(=O)OCC)C(=O)OCC	100	104	100	101	108	94	111	.
COC(=O)c1cc(=O)nc(N/N=C/c2ccc(OC)cc2)s1	111	107	93	101	80	91	98	87
CC1(O)C(c2ccccc2)=C(c2ccccc2)c2ccccc21 (configuration not stated)	40	60	.	84	86	97	106	122
O=c1cc(-c2ccccc2)oc2ccccc12	95	79	99	96	101	63	76	77
CCc1cc(C(N)=S)ccn1	104	104&114	95&99	109&93	116&109	115&88	103&106	120&106
COc1ccc(-c2cn(-c3ccc(Cl)cc3)c(SCC(=O)c3ccc(Br)cc3)n2)cc1	92	105	98	97	106	96	87	70
Cc1cc2c(cc1CCl)C(C)(C)CCC2(C)C	94	98	102	95	.	86	119	106
COc1ccc(C2CC(c3ccc(Nc4ccnc5cc(Cl)ccc45)cc3)=NN2c2ccc(Cl)cc2)cc1 (configuration not stated)	61	82	103	97	83	85	89	107
N#CC1C(=O)NC(=O)C(C#N)C12c1ccccc1Oc1ccccc12 (configuration not stated)	.	96	81	.	.	95	93	90
Cc1nc(Nc2nc(-c3ccncc3)nc(C(Cl)(Cl)Cl)n2)sc1C	105	115	104	104	107	91	132	106
O=C1Nc2ccc(S(=O)(=O)O)cc2C1=O	117&115	111&106	110&107	101&105	102&102	106&106	106&104	103&109
COc1ccc(-c2cnc3nonc3n2)cc1[N+](=O)[O-]	51	44	121	82	103	58	75	95
Cc1ccc(C(=O)NCCCNc2nccc(-c3c(-c4cccc(F)c4)nc4sccn34)n2)cc1	.	64	83	50	97	91	46	48
Oc1ccc(/C=N/Nc2nc3ccccc3s2)c(O)c1	6.6*	30	44	27	42	27	20	49
COc1ccc2c(c1)O/C(=C/c1ccc(OCC(=O)Nc3ccccc3)cc1)C2=O	83	93	111	85	97	93	98	96
C#CCOc1c(OC)cc2c3c1-c1cc4c(cc1CC3OCC2)OCO4 (configuration not stated)	83	90	103	75	73	93	93	102
CCN(CC)CCCN1C(=O)c2c(c(C)c3c(oc4ccc(OC)cc43)c2C)C1=O	102	0.1*	119	105	99	98	103	99
O=C(/C=C/c1cccc(Br)c1)c1ccccc1	.	.	77	52	93	13	85	101
NS(=O)(=O)c1ccc(N2Cc3cc(Cl)ccc3OC3=C2C(=O)N(CC2CCCCC2)C3=O)cc1	-43*	-38*	-76*	-55*	-74*	-71*	-81*	15
Cn1cc(-c2csc(-c3c[nH]c4ccc(F)cc34)n2)c2cnccc21	-36*	-55*	77	-65*	-67*	-25*	-50*	-38*
O=C1NN=C2c3ccccc3CN2c2c1cnn2-c1ccccc1	97	104	105	101	89	97	108	112
O=[N+]([O-])c1ccc(-c2nc3ccc(-c4n[nH]c(=S)n4-c4ccccc4)cc3[nH]2)cc1	.	104	101	104	99	91	105	114
O=C1c2ccccc2C(=O)N1c1nccs1	103	109	116	109	107	107	102	110
CON(C)c1nc(N(C)O)nc(N2CCOCC2)n1	29	58	95	87	93	92	208	89
C=C(C)CN(C#N)CC(=C)C	97	118	102	98	108	95	81	98
C=C(C)[C@@H]1C[C@H](O)Cc2cc(Cl)ccc2N1	102	101	104	107	109	107	101	111
CCCSc1ccc(NC(=S)Nc2ccc(SCCC)cc2)cc1	104	99	113	102	92	108	.	107
Cc1ccc(-c2nc(SCC(=O)N3CCN(c4cc5c(cc4F)c(=O)c(C(=O)O)cn5C4CC4)CC3)nc(Cl)c2C#N)cc1	103	98	103	91	100	95	95	104
Cc1ccc(-n2cc(/C=N/NC(=O)c3ccncc3)c(-c3ccc(S(C)(=O)=O)cc3)n2)cc1	63	32	74	93	79	72	100	90
Cc1cc(N=C2NC(=O)/C(=C/c3ccco3)S2)no1	.	90	85	85	96	82	98	108
BrCc1ccc(-c2ccccc2)cc1	.	91	90	99	111	85	102	95
COc1cccc(-c2nc3ccccc3s2)c1OC	.	.	95	88	78	95	99	97
CN(C)C1CCN(C(=O)c2ccc(NC(=O)Nc3ccc(-c4nc(N5CCOCC5)c5cccn5n4)cc3)cc2)CC1	8.5*	19	-7.3*	-36*	0.1*	-4.0*	-60*	-33*
O=C1CCC(=O)NN1	98	95	119	94	111	100	115	112
CCC(=O)OC1=C(C)SC2=NC(c3ccc(N)cc3)=CC(c3ccc(OC)cc3)N21 (configuration not stated)	71	82	94	85	106	66	90	107
O=C1/C(=C/c2ccc(Br)cc2)SC(=NC2CCCCC2)N1Nc1ccccc1	54	55	99	84	86	60	102	114

One compound at a time (already shown). Screens in order: SR	K-562	BT-549	T-47D	MDA-MB-231	MCF7	MDA-MB-468	HS 578T
NS(=O)(=O)c1ccc(N2Cc3cc(Cl)ccc3OC3=C2C(=O)N(CC2CCCCC2)C3=O)cc1 across the screens: -43*	-38*	-76*	-55*	-74*	-71*	-81*	15
C=C(C)CN(C#N)CC(=C)C across the screens: 97	118	102	98	108	95	81	98

Further records follow:
SMILES	SR	K-562	BT-549	T-47D	MDA-MB-231	MCF7	MDA-MB-468	HS 578T
O=C(C[P+](c1ccccc1)(c1ccccc1)c1ccccc1)c1ccc([N+](=O)[O-])cc1	68	.	103	82	65	90	96	108
Cn1ccnc1C(=O)/C=C/c1ccc(C(=O)Nc2ccccc2F)cc1	6.8*	13	-13*	38	-2.2*	13	22	17
C=C1CCC(C(C)C)C2C1C1CC(C)(O)C3CCC(C)(O3)C2O1 (configuration not stated)	.	119	101	84	106	94	94	128
COC(=O)c1cccc2c1N(C)c1c(cccc1C(=O)OC)CC2	114	121	112	96	111	108	124	90
COc1ccc(C(=O)n2nc(-c3cccnc3)nc2N)cc1	102	105	95	103	105	94	88	104
N#Cc1c(-c2ccc(Cl)cc2)csc1NC(=O)Nc1ccc(Cl)c(C(F)(F)F)c1	-15*	9.0*	6.6*	-18*	2.1*	3.1*	-9.6*	30
CC(C)C[C@H](C(=O)O)N(C)C(=O)[C@@H]1CCCN1C(=O)[C@H](C)O	91	100	111	95	119	102	97	91
CCC(C)n1c(=N)c(S(=O)(=O)c2ccccc2)cc2c(=O)n3ccccc3nc21 (configuration not stated)	91	93	82	94	60	94	105	95
COC(=O)c1nc(-c2ccccc2)oc1Sc1ccc(C)cc1	.	101	101	80	99	96	112	86
CCOC(=O)c1c(C)oc2ncnc(N3CCN(C(=O)COc4ccc(Cl)c(Cl)c4)CC3)c12	73	74	96	76	85	93	91	80
CC[N+](C)(CC)CCOc1ccc(OCC[N+](C)(CC)CC)c2c1C(=O)c1ccccc1C2=O	101	83	.	83	123	92	80	90
Cc1cc(=O)[nH]c(N)n1	105&98&102	129&98&108&118	90&101&103	103&95&113&118	105&107&102&102	110&96&104&110	98&110&88&116	153&106&99&108
COc1ccc(N2C(=O)CCC2C(=O)Nc2ccccc2OC)cc1 (configuration not stated)	.	58	112	100	105	88	82	98
CCCCCCCCCCCCSSC(=S)OC(C)C	.	85	.	84	86	89	114	100
Cc1ccc(C(=O)CCC(=O)NNc2ccc(S(N)(=O)=O)cc2)cc1	89	79	115	97	101	97	94	97
CC(=O)N=C1N(/C=C2\C(=O)Oc3ccccc3C2=O)C(=O)/C(=C/c2cccc([N+](=O)[O-])c2)N1C	89	103	100	103	95	70	88	101
COc1cc(/C=C2\SC(=S)NC2=O)ccc1OCCOc1ccc(/C=C2\SC(=S)NC2=O)cc1OC	114	126	118	108	117	106	101	101
C=C(C)[C@@H]1CC[C@]2(C(=O)O)CC[C@]3(C)[C@H](CC[C@@H]4[C@@]5(C)C[C@@H](CC#Cc6ccc(C(C)=O)s6)[C@H](O)C(C)(C)[C@@H]5CC[C@]43C)[C@@H]12	78	35	53	52	92	55	63	73
COc1ccc(/C=C/C(=O)CC2(O)C(=O)Nc3cc(Br)ccc32)cc1 (configuration not stated)	37	75	97	66	91	61	93	102
COc1ccc(-c2nonc2-[n+]2noc(=O)[nH]2)cc1	101	93	114	109	98	103	99	103
O=Cc1cc2c(cc1Br)OCO2	105	90	108	94	103	95	103	103
CCN(CC)c1nc(C)c(C)c(C#N)c1C#N	94	90	87	67	102	91	94	95
CC1=C2CCCCC2CCC1=O (configuration not stated)	98	105	104	92	116	95	104	117
CCOC(=O)C/C(C)=N\NC(N)=S	91	98	118	99	106	89	92	86
Nc1ccccc1SC1CC(=O)N(c2ccccc2Cl)C1=O (configuration not stated)	88	96	109	94	102	98	98	94
COc1cccc2c(=O)c3c(sc12)c(Cl)nc1ccccc13	.	100	.	97	82	82	105	94
O=C(CNc1nc2ccccc2[nH]1)Nc1nc2ccccc2[nH]1	97	98	101	93	95	87	94	101
C=CC(=O)OCc1ccccc1	95	100	103	115	121	95	110	116
Oc1ccc(O)c(-c2ccccc2)c1	5.0*	30	55	47	66	39	33	77
O=C1N(Cc2ccccc2)c2ccccc2C12Nc1ccccc1S2 (configuration not stated)	.	74	101	74	75	97	.	65
NC1=CC(=O)C(=O)c2cccnc21	.	88	86	98	84	53	81	78
Cc1cnccn1	107	99	101	93	111	103	104	110
O=c1[nH]c2cc([N+](=O)[O-])ccc2c2cc(Br)ccc12	79	91	90	79	76	57	56	86
COc1cc(C2CC(c3ccc(C)cc3)=NN2C=O)ccc1OCCN(C)C (configuration not stated)	89	83	81	91	97	93	93	88
Cc1ccc(C(=O)/C=C/c2ccc3c(c2)OCO3)c(C)c1	65	81	91	82	101	82	89	104

Structures above with a carbonyl joined to an NH by a bond outside any ring:
SMILES	SR	K-562	BT-549	T-47D	MDA-MB-231	MCF7	MDA-MB-468	HS 578T
Cc1ccc(N(N)C(N)=O)cc1	99	108	104	105	111	99	104	112
O=C(N/N=C/c1ccc2c(c1)CCC2)c1cccc(O)c1	108	100	112	.	100	104	106	118
Cc1nc2sc(C(=O)Nc3cccc(Cl)c3)c(N)c2cc1C(=O)c1ccccc1	69	79	102	93	102	85	87	83
Cc1ccc(C(=O)NCCCNc2nccc(-c3c(-c4cccc(F)c4)nc4sccn34)n2)cc1	.	64	83	50	97	91	46	48
COc1ccc2c(c1)O/C(=C/c1ccc(OCC(=O)Nc3ccccc3)cc1)C2=O	83	93	111	85	97	93	98	96
Cc1ccc(-n2cc(/C=N/NC(=O)c3ccncc3)c(-c3ccc(S(C)(=O)=O)cc3)n2)cc1	63	32	74	93	79	72	100	90
CN(C)C1CCN(C(=O)c2ccc(NC(=O)Nc3ccc(-c4nc(N5CCOCC5)c5cccn5n4)cc3)cc2)CC1	8.5*	19	-7.3*	-36*	0.1*	-4.0*	-60*	-33*
Cn1ccnc1C(=O)/C=C/c1ccc(C(=O)Nc2ccccc2F)cc1	6.8*	13	-13*	38	-2.2*	13	22	17
N#Cc1c(-c2ccc(Cl)cc2)csc1NC(=O)Nc1ccc(Cl)c(C(F)(F)F)c1	-15*	9.0*	6.6*	-18*	2.1*	3.1*	-9.6*	30
COc1ccc(N2C(=O)CCC2C(=O)Nc2ccccc2OC)cc1 (configuration not stated)	.	58	112	100	105	88	82	98
Cc1ccc(C(=O)CCC(=O)NNc2ccc(S(N)(=O)=O)cc2)cc1	89	79	115	97	101	97	94	97
O=C(CNc1nc2ccccc2[nH]1)Nc1nc2ccccc2[nH]1	97	98	101	93	95	87	94	101
